DT40 TDP1 CPT: DT40-hTDP1 cell growth loss with CPT | chicken DT40 Tdp1-/-;hTDP1 cells + 20 nM CPT, ATP luminescence, 48 h | Potency, µM (titrated, usually from 46.2 µM), without a hit: at the top dose activity change, negative = growth inhibition, most hits filed as inhibitors | actives 12% (n = 420,000) | AID 686979; also: nearly all actives have a fitted effect of over 55% in size
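Chicken DT40 Tdp1-/- cells stably complemented with human TDP1 were seeded at 400 cells/well in medium containing 20 nM camptothecin, exposed to pin-transferred compounds, and grown at 37 °C for at least 48 hr. Viability was read as ATP luminescence.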
DT40 TDP1 no CPT: qHTS for Inhibitors of human tyrosyl-DNA phosphodiesterase 1 (TDP1): qHTS in cells in absence of CPT; AID 686978, 2013; Potency, µM (titrated, usually from 46.2 µM), for the others: at the top dose activity change, negative = growth inhibition, hits mostly inhibitors; actives 15% (n = 420,000); DT40 Tdp1-/- hTDP1 cells, no CPT, ATP luminescence, 48 h; also: nearly all actives have a fitted effect of over 55% in size
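Readout: luminescence from CellTiter-Glo after 30 min in the dark at RT. Cells: DT40 Tdp1-/- with stable hTDP1, 400/well. Exposure: compounds alone, ≥48 hr, 37 °C.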
TDP1 inh: blocks human tyrosyl-DNA phosphodiesterase 1 | recombinant TDP1, AlphaScreen DNA substrate cleavage | actives 0.28% (n = 350,000) | Potency, µM (top dose mostly 130 µM), inactives show at the top dose activity change, negative = inhibition, actives largely listed as inhibitors | AID 485290 | Q9NUW8; also: nearly all actives have a fitted effect of over 40% in size
Target sequence (Q9NUW8 whole entry, looked up): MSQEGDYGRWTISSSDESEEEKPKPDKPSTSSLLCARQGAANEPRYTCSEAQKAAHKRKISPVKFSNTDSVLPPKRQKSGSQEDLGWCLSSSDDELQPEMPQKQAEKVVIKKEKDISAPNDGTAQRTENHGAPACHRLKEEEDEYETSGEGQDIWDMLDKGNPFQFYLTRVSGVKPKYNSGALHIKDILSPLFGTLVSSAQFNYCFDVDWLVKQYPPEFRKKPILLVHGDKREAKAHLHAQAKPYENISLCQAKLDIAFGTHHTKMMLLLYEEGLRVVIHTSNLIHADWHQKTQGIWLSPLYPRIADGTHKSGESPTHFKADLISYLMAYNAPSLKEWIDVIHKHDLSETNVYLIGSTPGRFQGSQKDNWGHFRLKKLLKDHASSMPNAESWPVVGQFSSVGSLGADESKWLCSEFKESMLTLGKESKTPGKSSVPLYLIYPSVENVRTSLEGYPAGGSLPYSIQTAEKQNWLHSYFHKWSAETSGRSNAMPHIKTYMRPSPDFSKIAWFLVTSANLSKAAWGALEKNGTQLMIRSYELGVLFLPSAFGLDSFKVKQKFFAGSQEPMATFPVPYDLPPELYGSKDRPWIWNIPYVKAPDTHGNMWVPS
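Signal: AlphaScreen proximity between streptavidin donor and anti-FITC acceptor beads on intact substrate. Reaction: Tdp1 1 nM, substrate 15 nM final, 5 min RT after 15 min compound preincubation.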
* marks the source's active call; other numbers are inactive results; [ ] = remark or other dose. Calls follow the shape of the dose curve; as a rule, active = well fitted curve in the direction sought with a large enough effect; inconclusive = small, poorly fitted or top-dose-only effect, or another doubt; inactive = no such curve, though single readings can be large; an effect the other way counts as inactive or inconclusive. % is scaled to controls: 0 for no effect and ±100 for the full control effect; potency is read from the fitted curve at half-maximal effect. Outcome played no part in choosing rows; any-hit rate near 18%.

`CCOc1ccc(C(=O)NN2C(=O)C3C4C=CC(O4)C3C2=O)cc1` (stereo not given) gave DT40 TDP1 CPT -9.1%, DT40 TDP1 no CPT 5.6% and TDP1 inh 7.9%.
`COc1cc2c(cc1NC(=O)CSc1nnc(Cc3cccs3)n1C)oc1ccccc12` gave DT40 TDP1 CPT inconclusive, DT40 TDP1 no CPT inconclusive and TDP1 inh 2.8%.
Screening CN(CC(=O)Nc1ccccc1Cl)C(=O)c1cc(C2CC2)nn1-c1ccccc1 returned DT40 TDP1 CPT inconclusive, DT40 TDP1 no CPT inconclusive and TDP1 inh 0.6%.
For CCOC(=O)N1CCc2c(sc3c2c(=O)n(-c2ccc(F)cc2)c(=O)n3CC(=O)c2ccccc2)C1 the results were DT40 TDP1 CPT inconclusive, DT40 TDP1 no CPT inconclusive and TDP1 inh 6.4%.
`Cc1cc(N)ccc1NC(=O)c1ccccc1` gave DT40 TDP1 CPT inconclusive, DT40 TDP1 no CPT -14.0% and TDP1 inh -1.0%.
`CCO[C@H]1OC(C(=O)N2CCN(Cc3ccc4c(c3)OCO4)CC2)=C[C@@H](c2ccccc2)[C@@H]1CCCO` gave DT40 TDP1 CPT inconclusive, DT40 TDP1 no CPT inconclusive and TDP1 inh 3.8%.
Screening CCCC(=O)N1CCCC1(C)C(=O)Nc1ccc2c(c1)CCN2C(C)=O (stereo not given) returned DT40 TDP1 CPT -13.7% and DT40 TDP1 no CPT -7.7%.
`Cc1cccc(C)c1OCC(O)CNS(=O)(=O)c1ccccc1C(=O)N1CCOCC1` (stereo not given) gave DT40 TDP1 CPT -26.2%, DT40 TDP1 no CPT inconclusive and TDP1 inh -2.4%.
`CCOc1cc(C2NN=C(c3ccc(C)cc3)S2)ccc1O` (stereo not given) gave DT40 TDP1 CPT 6.51µM*, DT40 TDP1 no CPT 5.17µM* and TDP1 inh 5.1%.
Cc1cc(=O)oc2c(C(=O)c3ccccc3)c(OCC(N)=O)ccc12 was read as DT40 TDP1 CPT -3.8%, DT40 TDP1 no CPT -0.6% and TDP1 inh 5.7%.
For CCc1nn(CC(=O)N2CCN(CC)CC2)c(=O)c2cccn12 the results were DT40 TDP1 CPT -3.1% and DT40 TDP1 no CPT -0.7%.
Screening COC(=O)c1cc2c(s1)-c1ccc(OC)cc1CC2 returned DT40 TDP1 CPT 2.2% and DT40 TDP1 no CPT -9.9%.
`CC1Cc2ccccc2N1C(=O)CSc1nc2c(c(=O)n(C)c(=O)n2C)n1Cc1ccc(F)cc1` (stereo not given) gave DT40 TDP1 CPT inconclusive and DT40 TDP1 no CPT -86.7%.
O=c1c2ccccc2c(-c2ccccc2)nn1Cc1c(Cl)cccc1Cl was read as DT40 TDP1 CPT -25.3%, DT40 TDP1 no CPT inconclusive and TDP1 inh 0.0%.
CSc1ncc(C(=O)NCCCc2ccccc2)c(C)n1 was read as DT40 TDP1 CPT -28.1% and DT40 TDP1 no CPT -19.9%.
O=C(Cn1cc2c(n1)CCCC2)NCCCN1CCN(Cc2ccccc2)CC1 was read as DT40 TDP1 CPT 11.8%, DT40 TDP1 no CPT -6.9% and TDP1 inh 5.2%.
Screening COc1cccc(Cn2c(=O)cnc3cnc(OCc4ccccc4)nc32)c1 returned DT40 TDP1 CPT -6.2% and DT40 TDP1 no CPT -24.3%.
Screening O=C(NCCCN1CCOCC1)c1cccc(S(=O)(=O)NCc2ccccc2)c1 returned DT40 TDP1 CPT 10.3%, DT40 TDP1 no CPT 3.7% and TDP1 inh 4.6%.
For COc1ccc(-c2c(-c3ccsc3)oc3ccc(N4CCOCC4)cc23)cc1 the results were DT40 TDP1 CPT inconclusive and DT40 TDP1 no CPT 16.4µM*.
`CCCCC(=O)Nc1ccc2c(c1)nc(CCN1CCOCC1)n2C` gave DT40 TDP1 CPT inconclusive, DT40 TDP1 no CPT -28.5% and TDP1 inh -2.1%.

Entries from the list above with an aryl thioether with sulfur outside any ring:
`COc1cc2c(cc1NC(=O)CSc1nnc(Cc3cccs3)n1C)oc1ccccc12` gave DT40 TDP1 CPT inconclusive, DT40 TDP1 no CPT inconclusive and TDP1 inh 2.8%.
`CC1Cc2ccccc2N1C(=O)CSc1nc2c(c(=O)n(C)c(=O)n2C)n1Cc1ccc(F)cc1` (stereo not given) gave DT40 TDP1 CPT inconclusive and DT40 TDP1 no CPT -86.7%.
CSc1ncc(C(=O)NCCCc2ccccc2)c(C)n1 was read as DT40 TDP1 CPT -28.1% and DT40 TDP1 no CPT -19.9%.

Additional structures:
CCCNC(=O)C1CC(=O)N(c2ccc(OCc3ccc(F)cc3)cc2)C1 (stereo not given) was read as DT40 TDP1 CPT -24.0%, DT40 TDP1 no CPT -26.3% and TDP1 inh 4.2%.
CCN1C(=Nc2ccc(Cl)cc2)SC/C1=C\C(=O)OC was read as DT40 TDP1 CPT inconclusive, DT40 TDP1 no CPT -21.5% and TDP1 inh -2.0%.
Screening COc1ccc(C(=O)Nc2nc(-c3ccc(OC)cc3)c(-c3ccc([N+](=O)[O-])cc3)s2)cc1 returned DT40 TDP1 CPT inconclusive, DT40 TDP1 no CPT 9.2µM* and TDP1 inh 1.9%.
For COc1ccc(CC(=O)Nc2nnc(SCc3ccccc3)s2)cc1S(=O)(=O)N1CCOCC1 the results were DT40 TDP1 CPT inconclusive, DT40 TDP1 no CPT inconclusive and TDP1 inh 7.8%.
For CC(=O)NC(Cc1cnc[nH]1)C(=O)O (stereo not given) the results were DT40 TDP1 CPT inconclusive, DT40 TDP1 no CPT 4.3% and TDP1 inh -4.1%.
O=C1NC(Cc2ccccc2)c2nc3ccc(Cl)cc3c(=O)n2-c2ncccc21 (stereo not given) was read as DT40 TDP1 CPT inconclusive and DT40 TDP1 no CPT 20.6µM*.
For CC(OC(=O)c1ccc(NS(=O)(=O)c2ccc3[nH]c(=O)[nH]c3c2)cc1)C(N)=O (stereo not given) the results were DT40 TDP1 CPT -5.7% and DT40 TDP1 no CPT -0.8%.
For CC(C)Cn1cnc2sc3c(c2c1=N)CCCC3 the results were DT40 TDP1 CPT -15.0%, DT40 TDP1 no CPT inconclusive and TDP1 inh 5.6%.
`Cn1cccc1C(=O)Nc1nc(-c2ccccn2)cs1` gave DT40 TDP1 CPT 2.59µM*, DT40 TDP1 no CPT 4.11µM* and TDP1 inh -2.9%.
For COCCNS(=O)(=O)c1cc2[nH]c3c(c2cc1C)C(=O)CC(C)(C)C3 the results were DT40 TDP1 CPT -1.1% and DT40 TDP1 no CPT inconclusive.
`Cc1ccc(C)c(S(=O)(=O)N2CCN(c3nc(-c4cccnc4)nc4ccccc34)CC2)c1` gave DT40 TDP1 CPT 8.2µM*, DT40 TDP1 no CPT 6.51µM* and TDP1 inh 1.3%[56.1 µM].
O=CN1CCN(C(=O)c2ccc(-c3nc4ccccc4s3)s2)CC1 was read as DT40 TDP1 CPT inconclusive, DT40 TDP1 no CPT inconclusive and TDP1 inh 2.5%.
For CC(C)(C)n1nnnc1C(c1cc2ccccc2o1)N(CCC#N)Cc1ccccc1 (stereo not given) the results were DT40 TDP1 CPT inconclusive and DT40 TDP1 no CPT inconclusive.
Screening C#CCNC(=O)C1=C[C@H](c2csc3ccccc23)C[C@H](OCCCCO)O1 returned DT40 TDP1 CPT inconclusive, DT40 TDP1 no CPT inconclusive and TDP1 inh 3.8%.
O=C(OCC(O)C(O)C(O)C(SCc1ccccc1)SCc1ccccc1)c1ccccc1 (stereo not given) was read as DT40 TDP1 CPT 29.1µM* and DT40 TDP1 no CPT inconclusive.
For COc1ccc(C(=O)Nc2ccccc2C(=O)N2CCCCCC2)cc1 the results were DT40 TDP1 CPT 2.9% and DT40 TDP1 no CPT -20.2%.
For NC(=S)N/N=C/c1c(O)ccc2ccccc12 the results were DT40 TDP1 CPT 11.6µM*, DT40 TDP1 no CPT inconclusive and TDP1 inh 10.3%.
For NC(=O)CC(NC(=O)Cc1ccc(Cl)cc1)c1ccc(NC2CC3CCC2C3)c([N+](=O)[O-])c1 (stereo not given) the results were DT40 TDP1 CPT inconclusive and DT40 TDP1 no CPT -29.0%.
`CCN(CC)S(=O)(=O)c1nnc(NC(=O)COc2ccccc2)s1` gave DT40 TDP1 CPT -25.7%, DT40 TDP1 no CPT inconclusive and TDP1 inh 3.9%.
For CCN(CC)CCCNC(=O)c1nn(C)c2c1CSc1ccccc1-2 the results were DT40 TDP1 CPT inconclusive, DT40 TDP1 no CPT inconclusive and TDP1 inh 2.9%.
COc1ccc(C(=O)Nc2ccc3c(c2)C(=O)NC3=O)cc1 was read as DT40 TDP1 CPT -7.4% and DT40 TDP1 no CPT -16.1%.
For CCOC(=O)C1CCN(C(=O)/C=C/c2ccc(S(=O)(=O)N3CCOCC3)cc2)CC1 the results were DT40 TDP1 CPT -28.1%, DT40 TDP1 no CPT inconclusive and TDP1 inh 0.2%.
Screening Cn1c(=O)c2cc(S(=O)(=O)NCCC(=O)N3CC=C(c4ccccc4)CC3)ccc2n(C)c1=O returned DT40 TDP1 CPT inconclusive, DT40 TDP1 no CPT inconclusive and TDP1 inh 2.0%.
For Cc1cc(C)c(NS(=O)(=O)c2ccc3c(c2)oc(=O)n3C)c(C)c1 the results were DT40 TDP1 CPT inconclusive and DT40 TDP1 no CPT inconclusive.
For Cc1ccc(SCC(=O)NC(=O)NC2CCCC2)c(C)c1 the results were DT40 TDP1 CPT -6.7%, DT40 TDP1 no CPT -26.2% and TDP1 inh -19.2%.
`CN(C)c1ccc(/C=C/C#N)cc1` gave DT40 TDP1 CPT -13.8%, DT40 TDP1 no CPT -15.9% and TDP1 inh -1.3%.
O=C(Nc1cc(C(F)(F)F)ccc1N1CCOCC1)c1ccc[n+]([O-])c1 was read as DT40 TDP1 CPT -10.9%, DT40 TDP1 no CPT -22.3% and TDP1 inh 2.9%.
Screening CCOC(=O)NC(O)C(=O)c1ccc(F)cc1 (stereo not given) returned DT40 TDP1 CPT -22.5%, DT40 TDP1 no CPT 33.9%[activator] and TDP1 inh 1.2%.
`C=CCNC(=O)CC(=O)N/N=C/c1ccc(C(=O)OC)cc1` gave DT40 TDP1 CPT -14.6%, DT40 TDP1 no CPT -8.6% and TDP1 inh -5.6%.
`COc1ccc2c(c1)CCc1cnc(-n3ncc(C(=O)NCc4cccnc4)c3C3CC3)nc1-2` gave DT40 TDP1 CPT -5.7%[9.04 µM] and DT40 TDP1 no CPT inconclusive.
Screening O=c1c2ccccc2ncn1CCCSc1ccccc1 returned DT40 TDP1 CPT -19.2%, DT40 TDP1 no CPT -28.2% and TDP1 inh -5.9%.
COc1ccccc1N1CC(C(=O)Nc2nc(C)cs2)CC1=O (stereo not given) was read as DT40 TDP1 CPT -27.3%, DT40 TDP1 no CPT -25.6% and TDP1 inh 0.8%.
Screening COCCn1c(=S)[nH]c2cc(C(=O)NC3CCCCCC3)ccc2c1=O returned DT40 TDP1 CPT -18.5% and DT40 TDP1 no CPT -27.9%.
`Cc1ccc(-n2c(=O)c3cccnc3n2CC(=O)Nc2cc(C)cc(C)c2)cc1` gave DT40 TDP1 CPT inconclusive, DT40 TDP1 no CPT -100.0% and TDP1 inh -3.8%.
COc1ccc(-n2cc(CN(C)C(C)c3ccncn3)c(-c3cccc(F)c3)n2)cc1 (stereo not given) was read as DT40 TDP1 CPT inconclusive, DT40 TDP1 no CPT inconclusive and TDP1 inh 0.0%.
Screening COc1ccc(NC(=O)COc2ccccc2F)cc1S(=O)(=O)N1CCCCC1 returned DT40 TDP1 CPT inconclusive, DT40 TDP1 no CPT inconclusive and TDP1 inh 1.5%.
For Cc1cccc2c(=O)c(C(=O)NCCCN3CCOCC3)c[nH]c12 the results were DT40 TDP1 CPT 1.3%, DT40 TDP1 no CPT 1.9% and TDP1 inh 7.3%.
Cc1ccc(Nc2c(-c3ccc(N(C)C)cc3)nc3nc[nH]n23)cc1 was read as DT40 TDP1 CPT inconclusive, DT40 TDP1 no CPT inconclusive and TDP1 inh 8.2%.
`COc1ccccc1NC(=O)c1cc2ccc3cccnc3c2[nH]1` gave DT40 TDP1 CPT 3.66µM*, DT40 TDP1 no CPT 25.9µM* and TDP1 inh 6.6%.
`CCCCCCCCCCC(C)(C)C(=O)Nc1c(OC)cc(OC)cc1OC` gave DT40 TDP1 CPT 10µM*, DT40 TDP1 no CPT 10µM* and TDP1 inh 8.1%.
For Cc1ccc(S(=O)(=O)n2nc(OC(=O)c3ccccc3C)cc2N)cc1 the results were DT40 TDP1 CPT -1.5%, DT40 TDP1 no CPT 1.5% and TDP1 inh -0.3%.
Screening CCOC(=O)C1CCN(C(=O)c2ccc(S(=O)(=O)Nc3ccccc3OC)cc2)CC1 returned DT40 TDP1 CPT 9.2µM*, DT40 TDP1 no CPT inconclusive and TDP1 inh 0.2%.

Bioassay records as filed in PubChem.
